EBNA-1 inh: EBNA-1 DNA-binding inhibitors, primary screen, biochemical, fluorescence polarization; 0.34% of 300,000 active; inhibition, % at 14.8 µM; in the data active means inhibition above about 28%
PREPL inhibitor: PREPL enzyme inhibitors, primary screen, biochemical, fluorescence polarization. inhibition, % at 5.96 µM. 0.68% of 320,000 active. recombinant PREPL, fluorescence polarization activity-based probe. AID 2751, 2010. Prolyl endopeptidase-like (Homo sapiens), Q4J6C6; in the data active means inhibition above about 43%;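 further: 0% = enzyme with DMSO and 100% = wells lacking enzyme; many of its hits are not listed in these tables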
TPT1 inh: Candida albicans TPT1 enzyme inhibitors, primary screen, biochemical, fluorescence polarization; inhibition, % at 5 µM; recombinant caTPT1, FP RNA substrate dephosphorylation; tRNA 2'-phosphotransferase TPT1 (Candida albicans SC5314); 0.81% of 300,000 active;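 active means inhibition above the mean of all tested compounds plus 3 SD, set per screening campaign, cut at about 24% in these data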;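 further: plate controls were DMSO alone for no effect and ferristatin control at 100 nM for full effect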
PP5 inh: PP5 phosphatase inhibitors, primary screen, biochemical, fluorescence. purified PP5c, OMFP substrate fluorescence. inhibition, % at 6.7 µM. Serine/threonine-protein phosphatase 5 (Homo sapiens), P53041. 0.18% of 320,000 active. AID 1987, 2009;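 active means inhibition above the campaign's mean inhibition across all tested compounds plus 3 SD, cut at about 9.5% in these data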;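 further: 0% = DMSO only and 100% = 100 µM cantharidin control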
ZTA DNA inh: blocks Epstein-Barr virus ZTA, an EBNA-1 counter-screen; inhibition, % at 11 µM; AID 2234; 0.15% of 320,000 active; P03206; ZTA-DNA binding, fluorescence polarization; in the data active means inhibition above about 33%
Target sequence (P03206 whole entry, looked up): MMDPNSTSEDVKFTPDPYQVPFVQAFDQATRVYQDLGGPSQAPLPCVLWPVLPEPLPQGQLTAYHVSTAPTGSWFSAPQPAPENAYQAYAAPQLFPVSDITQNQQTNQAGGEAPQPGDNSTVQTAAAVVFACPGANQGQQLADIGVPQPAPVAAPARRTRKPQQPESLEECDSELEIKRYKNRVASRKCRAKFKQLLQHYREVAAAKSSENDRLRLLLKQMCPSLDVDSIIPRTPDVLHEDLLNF
CTSL1 counter: Fasciola hepatica cathepsin L1 inhibitors, primary screen, counter-screen for PFM18AAP inhibitor project, biochemical, QFRET, fluorogenic peptide substrate | recombinant F. hepatica cathepsin L1, Z-Leu-Arg-MCA fluorescence | inhibition, % at 5.96 µM | 0.49% of 300,000 active | AID 1906, 2009;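 active means inhibition above the mean of all tested compounds plus 3 SD, set per screening campaign, cut at about 17% in these data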;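 further: 0% = plate median of test compound wells and 100% = 1 µM Z-Phe-Ala-diazomethylketone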
Efflux pump mplx: inhibitors of Candida efflux pumps in yeast, primary screen, S. cerevisiae, Nile Red, multiplex. S. cerevisiae Candida pump triplex. AID 485275, 2010. inhibition, % at 10 µM. 0.44% of 330,000 active;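 active means plate passing quality check with inhibition over a set limit, or well fluorescence over plate mean plus 4 SD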;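 further: Nile Red retained in pooled yeast measured as flow cytometry median fluorescence; 0% = buffer negative control and 100% = Enniatin B positive control; higher means more Nile Red kept so more efflux inhibition; some compounds called inactive have numbers as strong as hits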
PP1 counter: PP1-alpha phosphatase inhibitors, primary screen, counter-screen for PP5 inhibitor project, biochemical, fluorescence, OMFP substrate, single point. Serine/threonine-protein phosphatase PP1-alpha catalytic subunit (Homo sapiens), P62136. purified PP1alpha. inhibition, % at 6.7 µM. 0.9% of 320,000 active. AID 2235, 2010;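 active means inhibition above the mean inhibition of all tested compounds plus 3 SD, computed separately for each screening campaign, cut at about 15% in these data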
Target sequence (P62136 whole entry, looked up): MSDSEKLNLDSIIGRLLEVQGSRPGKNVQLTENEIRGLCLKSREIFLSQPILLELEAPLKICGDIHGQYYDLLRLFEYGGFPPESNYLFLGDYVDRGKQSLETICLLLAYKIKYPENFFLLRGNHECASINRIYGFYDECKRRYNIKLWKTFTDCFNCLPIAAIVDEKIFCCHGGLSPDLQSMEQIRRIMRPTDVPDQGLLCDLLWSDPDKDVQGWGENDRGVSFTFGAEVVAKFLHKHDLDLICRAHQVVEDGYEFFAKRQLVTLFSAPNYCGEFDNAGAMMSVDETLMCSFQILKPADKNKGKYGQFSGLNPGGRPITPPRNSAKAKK
core dimer inh: inhibitors of HCV core protein dimerization, primary screen, biochemical, TR-FRET, high-throughput | TR-FRET GST/Flag-core106 dimerization, 1536-well | inhibition, % at 5 µM | 0.33% of 300,000 active | AID 1899, 2009;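 active means inhibition above the mean of all tested compounds plus 3 SD, set per screening campaign, cut at about 45% in these data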
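Assay system: GST-tagged and Flag-tagged HCV core protein residues 1-106 / Times: compound-protein-antibody incubation 4 h at 22.5 °C / Signal: time-resolved FRET, ex 340 nm, em 617 and 671 nm / Evaluation: % inhibition based on acceptor/donor emission ratio / Benchmarks: wells lacking GST-core106 and wells with excess unlabelled core106 / Repeats: singlicate, one well per compound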
Starred values were filed as active, the others as inactive; · = not tested or not shown.

Results follow in this order: EBNA-1 inh	TPT1 inh	Efflux pump mplx	PP5 inh	core dimer inh	PREPL inhibitor	CTSL1 counter	ZTA DNA inh	PP1 counter
COC(=O)c1cn(Cc2cc(OC)ccc2OC)cc(F)c1=O
→ -1	-3	-0.1	-1.7	-8	7	0	9	-2
COc1ccccc1-c1c(-c2ccc(O)cc2O)n[nH]c1C(F)(F)F
→ 6	-1	-0.1	2.2	-1	3	1	-2	-1
NC(=O)CC[C@@H]1NC(=O)[C@H](CO)NC(=O)c2cc([N+](=O)[O-])cc(I)c2OCC[C@@H](C(N)=O)NC1=O
→ 1	2	0.1	2.2	6	-1	-5	8	1
COc1ccc2nc(NC(=O)Cn3cnc4ccccc4c3=O)sc2c1
→ 12	0	-0.1	3.7	1	4	2	-11	3
O=C(N/N=C/C(Cl)=C/c1ccc([N+](=O)[O-])cc1)C(=O)Nc1ccccc1C(=O)O
→ 15	-2	0.0	0.2	15	16	10	-3	12
COc1cccc(CN2C(=O)c3ccccc3S2(=O)=O)c1
→ -7	3	0.5	1.1	-6	-1	-2	4	-4
COc1cccc(NC(=O)CSc2nnc(Cn3c(=O)sc4ccccc43)n2C)c1
→ -3	-1	-0.1	0.1	5	5	6	6	-2
COc1cc(NC(=O)c2cc(Br)cc(C)c2OC)ccc1NC(=O)C(C)C
→ 0	1	-0.1	-0.3	-3	17	2	-16	-1
CN(C1CCCCC1)S(=O)(=O)c1ccc(-c2ccccn2)s1
→ 12	0	0.0	-1.0	3	-6	-5	15	-5
O=C(NN1CCOCC1)c1ccc(Cl)cc1[N+](=O)[O-]
→ -2	0	0.1	1.1	-4	0	-1	3	1
Cc1nn(Cc2ccc(F)cc2)c(C)c1NC(=O)c1cc(-c2ccc3c(c2)OCO3)on1
→ 12	-3	0.1	-0.8	-1	0	3	-9	-2
COc1ccc2c(c1)O[C@H](c1ccc3c(c1)OCO3)[C@@H](OC(=O)N[C@H](C)C1CCCCC1)C2=O
→ 2	1	-0.1	1.3	14	-9	2	21	-6
Cc1cn(S(=O)(=O)c2cc(Br)ccc2Br)cn1
→ 1	-3	0.0	1.3	1	-5	-2	7	-8
CCCCN(CCCNC(=O)CN1C(=O)COc2ccc(S(=O)(=O)N3CCC(C)CC3)cc21)Cc1ccccc1
→ 11	1	-0.2	2.6	3	-18	2	18	2
Cc1ccc(NS(=O)(=O)c2c(C)nc3sccn3c2=O)cc1C
→ 3	-4	0.1	-0.6	2	7	-3	-8	-1
Cc1cccc(C)c1OCc1cc(C(=O)NC2CCC2)no1
→ -1	-1	0.2	1.0	0	-5	0	-9	-2
CC(C)NS(=O)(=O)c1ccc(OCC(=O)Nc2ccc3c(c2)OCCO3)cc1
→ 0	0	0.0	-0.1	6	5	3	-13	-5
O=C(CN1C(=O)c2ccccc2S1(=O)=O)NCCSCc1cccc(Cl)c1
→ -5	-2	-1.1	-1.4	-2	-36	1	-7	0
CCCCC(CC(O)COCCC)c1n[nH]c(=S)n1-c1ccccc1 (stereo not drawn)
→ 12	-1	0.1	1.8	5	7	-4	20	-2
Cc1ccnc(NC(=O)c2ccc(S(=O)(=O)N3CCCC3)cc2)c1
→ 9	0	0.0	-1.4	-1	-5	1	11	-6
Cc1ccc(C(=O)Cn2c(NCCO)nc3ccccc32)cc1
→ -5	-5	0.0	0.6	-2	2	-3	6	-2
Cc1ccc(-c2noc(C3CCN(S(=O)(=O)c4ccc5c(c4)OCCO5)CC3)n2)o1
→ -6	0	0.2	2.4	11	-2	1	-2	1
COc1ccccc1CC(=O)N(Cc1ccccc1)c1cccc(C)c1
→ 9	-4	-0.1	0.0	5	3	0	0	2
Nc1ccc(NC2C[C@@H](C(=O)O)NC2=O)cc1 (stereo partly drawn)
→ 3	-4	-0.2	0.3	-9	5	-19	8	-1
O=C(Oc1ccccc1)N1CCN(c2ccc(F)cc2)CC1
→ 3	-3	0.0	2.2	-4	3	1	-10	3
CCCCN1CC2([N+](=O)[O-])C=CC(=O)C([N+](=O)[O-])(C1)C2CC(=O)c1ccccc1 (stereo not drawn)
→ 0	0	1.1	3.0	22	7	1	2	4
Cc1ccccc1CN1CCC(C(=O)Nc2ccc(Oc3cccnc3)cc2)CC1
→ -2	0	-0.2	2.4	-4	-1	-2	16	-3
NNC(=O)c1ccc(N2CCc3ccccc32)c([N+](=O)[O-])c1
→ 6	1	-0.2	0.2	-10	22	7	2	6
Cc1ccc(-n2c(O)c(C=Nc3ccc4c(c3)OCO4)c3ccccc3c2=O)cc1C
→ -1	0	-0.1	-1.4	11	13	-2	15	-4
O=c1[nH]c(-c2ccccc2)nn1-c1ccc(Br)cc1Br
→ -12	-2	0.0	4.7	-7	1	0	-26	3
COc1ccc(-n2c(SCC(=O)Nc3ccc(NC(C)=O)cc3)nc3c([nH]c4ccccc43)c2=O)cc1OC
→ -12	0	-2.1	4.0	1	3	3	3	-2
N=c1c2c3c(sc2ncn1Cc1ccccc1)CCCC3
→ 4	-1	-4.9	0.7	-7	-14	1	-1	0
COC(=O)Nc1ccc(S(=O)(=O)N2CCCC(C(=O)Nc3cccc4c3OCCO4)C2)cc1 (stereo not drawn)
→ 2	-5	-0.1	-0.3	2	4	0	2	-5
Cc1occc1-c1nnc(SCC(=O)NCCc2ccccc2)n1C(C)c1ccccc1 (stereo not drawn)
→ -1	0	0.0	-7.5	16	13	10	2	3
CCCCNc1c(-c2cccc(-c3ccc(OC)cc3)c2)nc2ccc(C)cn12
→ -9	-5	-0.1	3.5	6	12	0	4	7
Cc1cc(C)n(-c2cccc(CN(C)Cc3nc(-c4cnccn4)no3)c2)n1
→ -1	20	-0.1	0.6	1	-2	4	1	-5
Cc1nc(CS(=O)(=O)c2ccc(Cl)cc2)sc1C(=O)O
→ 0	2	0.3	0.9	0	6	-4	-5	-5
CC(C)C[C@@H](CN=[N+]=[N-])N1CCN(C)CCC1=O
→ -9	-2	0.0	-0.6	-13	22	1	-12	-6
CC(C(=O)Nc1sc2c(c1C#N)CCCCC2)N1C(=O)c2ccccc2C1=O (stereo not drawn)
→ -4	-2	0.2	1.4	2	0	2	-10	0
Cn1cc(C(=O)c2ccc(Cl)cc2Cl)cc1C(=O)N/N=C(\N)COc1ccc(F)cc1
→ -18	-2	0.1	5.4	9	4	-1	14	0
CCOC(=O)CN1C(=O)C(O)(c2c(C)[nH]c3ccccc23)c2ccccc21 (stereo not drawn)
→ 3	13	-0.3	2.1	45	2	-2	8	3
Cc1ccc(C(=O)COC(=O)CCC(=O)Nc2cccc(Cl)c2)cc1[N+](=O)[O-]
→ -4	-2	-0.3	0.3	-5	-4	-27	-6	-3
OCCC1CN(Cc2cccc(-n3cccn3)c2)CCN1Cc1ccccc1 (stereo not drawn)
→ -4	1	-0.1	-0.1	-4	13	-4	-20	-3
COc1ccc(CCNC(=O)c2ccc(Cl)c(S(=O)(=O)N3CCCCCC3)c2)cc1
→ ·	·	0.0	6.7	·	11	·	1	5
COC(=O)[C@@H]1Cc2c([nH]c3ccccc23)C(C)N1C(=O)c1ccccc1 (stereo partly drawn)
→ -3	-3	0.1	2.7	-3	17	-4	-7	0
Cn1cc(CNC(=O)c2cc(COc3ccc4c(c3)CCCC4)on2)cn1
→ 6	-1	0.0	4.1	3	-5	1	-2	10
O=C(Nc1cccc(Cl)c1)N1CCN(C/C=C/c2ccccc2)CC1
→ 7	-3	0.0	1.0	-1	15	0	2	-1
CC12CN(NC(=O)c3ccc(Cl)cc3)C3(C#N)CC1CCC23C (stereo not drawn)
→ -2	-3	0.4	1.2	0	-3	-4	0	-5
Cn1c(=O)c2c(nc(CN3CCc4ccccc4C3)n2Cc2ccccc2)n(C)c1=O
→ 3	-1	-0.4	1.2	12	15	-22	7	2
Cn1c(SCC(=O)Nc2ccc(Cl)cc2)nc(O)cc1=O
→ -9	1	0.1	-1.4	-3	1	2	11	-2

Next results:
Results follow in this order: EBNA-1 inh	TPT1 inh	Efflux pump mplx	PP5 inh	core dimer inh	PREPL inhibitor	CTSL1 counter	ZTA DNA inh	PP1 counter
Cc1cccc(NC(=O)CCSc2ccccc2)c1C
→ 5	1	-0.3	0.9	-21	6	2	-5	-6
O=C(NCc1ccco1)/C(=C/c1ccc(Cl)cc1)NC(=O)c1ccco1
→ 1	-2	-0.3	0.8	-6	-8	0	-17	-1
CC(=O)N1CCN(S(=O)(=O)c2ccc(F)c(Cl)c2)CC1
→ 6	1	-0.5	2.5	-3	7	-5	3	-4
O=C(CSc1nc2sc3c(c2c(=O)[nH]1)CCCC3)NCCO
→ 6	1	-0.1	2.8	-9	7	-1	-25	3
CCn1c(SCC(=O)N2CCc3ccccc32)nnc1-c1ccncc1
→ -2	4	0.5	-0.2	6	9	-2	6	0
COCc1c(C(=O)Nc2ccc3nc(N4CCOCC4)sc3c2)oc2ccccc12
→ ·	·	0.1	5.9	·	29	·	15	-5
c1ccc(-c2noc(CN3CCN(C(c4ccccc4)c4ccccc4)CC3)n2)cc1
→ -2	-2	0.3	1.1	-3	-7	2	-7	1
COc1ccc(/C=C2\SC(=O)N(CCNC(=O)C3=COCCO3)C2=O)cc1
→ 0	1	0.0	-1.4	0	12	4	-4	-1
CCC(C)NC(=O)c1ccccc1-c1ccccc1C(=O)NC(C)CC (stereo not drawn)
→ -9	-5	-0.1	0.3	-1	5	-1	14	2
Cn1nc(C(=O)NC2CCCc3ccccc32)ccc1=O (stereo not drawn)
→ -16	2	0.8	2.6	0	21	-6	-10	2
COc1ccc(C(C#N)N2N=C(C)CC2c2ccccc2)cc1OC (stereo not drawn)
→ -10	1	0.1	0.1	0	4	0	-3	0
Cc1ccc(S(=O)(=O)N/N=C\c2cn(CC(N)=O)c3ccccc23)cc1C
→ 14	0	0.0	2.5	2	5	0	5	0
COc1ccc(-c2ccc3c(c2)S(=O)(=O)c2cccc(C(=O)NC4CC4)c2C3=O)cc1OC
→ ·	·	0.3	0.7	·	18	·	-13	-2
O=C1OC(/C(=C\Nc2ccc(F)cc2F)[N+](=O)[O-])c2ccccc21 (stereo not drawn)
→ -5	-2	0.0	2.1	8	6	-1	7	0
COC(=O)c1sc(S(=O)(=O)NCc2ccccc2)c(C(=O)OC)c1C
→ -11	-2	-0.1	1.8	-12	8	2	0	3
Cc1ccc2nc(Nc3nc(C)cc(-c4ccccc4)n3)[nH]c(=O)c2c1
→ 5	2	-0.1	0.1	7	1	3	9	-3
O=C(NC(c1ccc(Cl)cc1)c1c(O)ccc2ccccc12)c1ccccc1 (stereo not drawn)
→ 2	1	0.0	5.2	3	-11	-1	0	5
O=C(Nc1ccc(Cl)cc1)N(Cc1cccnc1)Cc1ccco1
→ -11	3	-0.1	2.9	-2	-1	-2	-11	-3

Screening data deposited in PubChem by several laboratories.

These rows are one share of the data; rates above refer to the full screens.
